APP transl inh = inhibitors of APP translation via 5'UTR reporter, primary screen, APP 5'UTR luciferase, SH-SY5Y cells; AID 1285, 2008; 0.82% of 190,000 active; inhibition, % at 2 µM; SH-SY5Y APP 5'UTR-luciferase reporter, luminescence;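 active means inhibition above a set limit, derived from the sample mean plus 3 SD, cut at about 45% in these data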; further: values of inactives mirror those of a sister screen read the other way
STAT3 activator = IL-6 driven STAT3 reporter potentiators, primary screen, U3A cells, luciferase, luminescence, MLSCN library | 0.91% of 190,000 active | AID 871, 2007 | IL-6 STAT3-luciferase reporter; 100% = signal with IL-6 EC80 alone | activation (% of control), % at 5.6 µM;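 active means activation above the screen-wide mean of compound activation plus 3 SD, cut at about 130% in these data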;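 further: 0% = background luminescence of wells with medium and substrate only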
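Material: STAT3-luciferase reporter U3A cells. Controls: IL-6-treated wells, 100% activation. Read-out: % activation versus median of IL-6-stimulated wells. Probe or stimulus: IL-6 stimulus at 33 ng/mL final. Timing: compound 1 h, then IL-6 6 h at 37 °C. Signal: reporter luminescence signal.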
TLR4 MyD88 comp = inhibitors of TLR4-MyD88 association in cells, primary screen, cell-based, HeLa CL3-4, BLA complementation, FRET ratio; Toll-like receptor 4 (Homo sapiens) + Myeloid differentiation primary response protein …; HeLa CL3-4 TLR4/MyD88 BLA complementation; inhibition, % at 8.4 µM; 0.18% of 200,000 active; AID 861, 2007; in the data active means inhibition above about 25%;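 further: 0% = vehicle and 100% = reference inhibitor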
Target sequence (O00206 whole entry, looked up): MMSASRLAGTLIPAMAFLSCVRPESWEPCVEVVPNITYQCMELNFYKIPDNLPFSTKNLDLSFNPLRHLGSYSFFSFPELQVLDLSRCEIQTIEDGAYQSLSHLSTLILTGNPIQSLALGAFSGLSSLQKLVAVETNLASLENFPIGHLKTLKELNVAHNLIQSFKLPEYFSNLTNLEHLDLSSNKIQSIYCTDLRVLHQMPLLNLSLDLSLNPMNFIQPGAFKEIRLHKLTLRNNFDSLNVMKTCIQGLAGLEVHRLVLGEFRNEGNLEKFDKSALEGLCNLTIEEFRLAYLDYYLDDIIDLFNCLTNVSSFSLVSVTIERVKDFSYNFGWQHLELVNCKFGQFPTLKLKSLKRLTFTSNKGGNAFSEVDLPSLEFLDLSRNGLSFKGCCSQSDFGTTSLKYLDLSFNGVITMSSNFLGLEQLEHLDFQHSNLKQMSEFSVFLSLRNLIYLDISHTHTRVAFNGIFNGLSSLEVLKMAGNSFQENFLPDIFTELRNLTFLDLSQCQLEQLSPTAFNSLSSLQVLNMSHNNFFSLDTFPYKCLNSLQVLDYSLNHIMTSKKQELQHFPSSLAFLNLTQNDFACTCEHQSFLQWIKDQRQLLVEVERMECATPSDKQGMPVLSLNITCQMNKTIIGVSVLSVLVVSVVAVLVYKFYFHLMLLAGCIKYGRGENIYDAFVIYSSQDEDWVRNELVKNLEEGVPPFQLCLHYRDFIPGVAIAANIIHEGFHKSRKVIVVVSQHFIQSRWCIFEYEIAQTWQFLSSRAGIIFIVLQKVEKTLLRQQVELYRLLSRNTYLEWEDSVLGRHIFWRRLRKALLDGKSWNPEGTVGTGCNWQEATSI
Target sequence (Q99836 whole entry, looked up): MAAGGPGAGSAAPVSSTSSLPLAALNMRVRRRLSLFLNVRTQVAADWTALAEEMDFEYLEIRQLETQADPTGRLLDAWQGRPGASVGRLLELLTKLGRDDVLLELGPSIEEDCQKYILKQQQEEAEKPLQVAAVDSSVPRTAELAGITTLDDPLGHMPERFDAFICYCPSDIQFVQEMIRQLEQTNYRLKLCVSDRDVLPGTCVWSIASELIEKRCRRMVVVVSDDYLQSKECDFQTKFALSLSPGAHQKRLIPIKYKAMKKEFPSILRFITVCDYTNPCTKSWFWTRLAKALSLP
Diaph inh CS = diaphorase inhibitors and chemical oxidizers, primary screen, counter-screen for diaphorase-coupled primary assays, biochemical, uHTS, resorufin fluorescence; 0.69% of 190,000 active; diaphorase resazurin-to-resorufin fluorescence, NADH, 16 min; bacterial (C. kluyveri) enzyme, not human; AID 1217, 2008; inhibition, % at 20 µM;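 active means primary screen inhibition at 20 µM above a set limit, cut at about 50% in these data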;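 further: plate controls were DMSO with full reaction for no effect and wells lacking NADH for full effect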
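Assay system – diaphorase enzyme from Clostridium kluyveri · Amount – diaphorase 0.14 U/mL (working solution) · Times – reaction incubation of 16 min at room temperature · Controls – No-NADH positive control and DMSO neutral control · Signal – resorufin fluorescence 544/590 nm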
STAT1 act = STAT1 signaling activators, primary screen, cell-based, HTS, luciferase reporter; NIH 3T3 STAT1-luciferase reporter, IFN-gamma, luminescence; 100% = IFN-gamma alone, no compound; activation (% of control), % at 5.5 µM; 2.6% of 200,000 active; AID 932, 2007;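 active means activation above the screen-wide mean activation plus 3 SD, cut at about 130% in these data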;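 further: raw ratio to IFN-gamma control signal so 100% means no change and 0% no light; values of inactives mirror those of a sister screen read the other way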
Diaph act CS = compounds boosting diaphorase resazurin reduction – biochemical, uHTS, resorufin fluorescence, counter-screen for diaphorase-coupled primary assays, primary screen; 0.005% of 190,000 active; Diaphorase/resazurin coupled assay, 16 min; hits give high values; 1 = vehicle wells, 0 = NADH-free wells; AID 1229, 2008; activation factor at 20 µM;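 active means diaphorase activity raised at least twofold by the compound at 20 µM; inactive means activation factor below 2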
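Material: purified diaphorase enzyme from Clostridium kluyveri / Medium: HEPES pH 7.4 buffer with MgCl2 and Tween 20 / Schedule: enzyme reaction of 16 min at room temperature / Measured by: resorufin fluorescence, excitation 544 nm, emission 590 nm / Evaluation: rise in resorufin formation, marking diaphorase activation or chemical reduction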
Hsp70 activator = Hsp70 transcriptional activators, primary screen, cell-based, HeLa, Hsp70 promoter luciferase, luminescence, 10 µM; HeLa Hsp70 promoter luciferase reporter; scaled: vehicle 0, proteasome-inhibitor control 100%; activation, % at 10 µM; 0.04% of 200,000 active; AID 1203, 2008;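 active means activation above the mean across all tested compounds plus 3 SD, cutoff set per campaign, cut at about 5.5% in these data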;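 further: 100% = MG132 at 30 µM as the positive control and 0% = DMSO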
STAT1 inh = STAT1 signaling inhibitors, primary screen, cell-based, HTS, luciferase reporter; inhibition, % at 5.5 µM; AID 920, 2007; NIH 3T3 STAT1-luciferase reporter, IFN-gamma, luminescence; 0.35% of 200,000 active;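 active means inhibition above a set limit, the mean inhibition across all tested compounds plus 3 SD, cut at about 34% in these data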;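 further: 0% = IFN-gamma with DMSO and 100% = IFN-gamma with 300 µM nifuroxazide; values of inactives mirror those of a sister screen read the other way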
STAT3 inh = IL-6 driven STAT3 reporter inhibitors, primary screen, U3A cells, luciferase, luminescence, MLSCN library; IL-6 STAT3-luciferase reporter; host cell line lacks STAT1; inhibition, % at 5.5 µM; 0.89% of 190,000 active; AID 862, 2007;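 active means inhibition above the mean inhibition across all screened compounds plus 3 SD, cut at about 44% in these data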;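 further: 0% = DMSO only wells and 100% = 100 µM nifuroxazide control wells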
G6PDH counter = L. mesenteroides G6PDH inhibitors, counter-screen for G6PDH-coupled screening assays, biochemical, Leuconostoc mesenteroides enzyme. 0.12% of 200,000 active. Purified L. mesenteroides G6PDH, diaphorase/resazurin coupled fluorescence, 45 min. glucose-6-phosphate dehydrogenase [Leuconostoc mesenteroides]. inhibition, % at 5 µM; in the data active means inhibition above about 50%
* = called active by the depositor; / = not tested or not shown.

SMILES	APP transl inh	STAT3 activator	TLR4 MyD88 comp	Diaph inh CS	STAT1 act	Diaph act CS	Hsp70 activator	STAT1 inh	STAT3 inh	G6PDH counter
O=C(Cn1nnc(-c2ccccc2)n1)N1CCN(c2ccc(F)cc2)CC1	2	95	10	-13	108	1.1	0.0	-6	11	2
COc1ccc(N=C(NN)c2ccc3ccccc3n2)cc1	-33	95	-3	13	112	0.9	-0.4	-14	9	6
Cc1csc(-c2cnn(-c3ccccc3)c2NC(=O)c2cccc(F)c2)n1	6	115	9	3	97	1	-0.5	4	-12	-3
Cc1[nH]c(=S)sc1Cc1ccc(F)cc1	1	91	-14	29	99	0.7	-0.2	1	11	2
N#CCN1CCCC(C(N)=O)C1 (centres undefined)	14	91	-4	9	97	0.9	0.1	3	14	12
CCCCN(CCCC)CCn1cnc2c([nH]c3ccc(OC)cc32)c1=O	4	93	-1	11	102	0.9	-0.1	-2	14	-17
CC(C)c1ccc(NC(=O)c2snc3ccc(Cl)cc23)cc1	-120	131	-9	25	158*	0.8	0.2	-64	-31	-12
COc1ccc(C(=O)NC(=S)NNC(=O)CNC(=O)C2CCCCC2)cc1	0	109	-2	59*	113	0.4	-0.1	-14	-10	0
Cc1c(C(=O)N2CCN(c3ccccc3F)CC2)sc2nc(-c3ccccc3)cn12	-6	97	4	30	97	0.7	-0.3	4	9	9
Cc1ccc(C(=O)O/N=C/c2c(C)nn(C)c2Cl)cc1	-3	98	2	6	106	0.9	0.2	-11	8	4
CC(C)N1CCc2c(sc(NC(=O)c3ccc(S(=O)(=O)N4CCOCC4)cc3)c2C(N)=O)C1	-1	100	-6	11	109	0.9	-0.2	-13	0	-2
COc1ccc(/C=N/NC(=O)COc2cccc3ccccc23)c(C(=O)O)c1OC	-2	109	3	10	99	0.9	-0.3	1	-7	36
O=[N+]([O-])c1ccc(OCC(O)CN2CCN(c3ccccc3F)CC2)cc1 (centres undefined)	-7	102	-10	13	95	0.9	-0.1	6	-7	10
COc1ccccc1C(=O)Nc1ccc2c(c1)nc1n2CCSC1	-130	99	-2	13	128	0.9	-0.2	-30	4	2
COCCN(C(=O)Nc1ccccc1)c1ccccc1	-8	98	-5	15	95	0.9	0.2	6	-1	5
CN1C[N+]([O-])=C(c2ccccc2)C1(C)C	0	105	1	5	105	0.9	-0.3	-5	-2	0
O=[N+]([O-])c1cc(S(=O)(=O)N2CCCC2)ccc1N/N=C/c1cccs1	0	91	-10	2	96	1	-0.1	4	10	-25
Cc1oc(C(=O)O)cc1CSCc1cc(C(=O)O)c(C)o1	9	96	1	-2	95	1	-0.3	6	9	3
COc1cc(/C=C/C(=O)O)cc(S(=O)(=O)N(CC(C)C)CC(C)C)c1OC	-23	106	3	-12	100	1.1	-0.3	-1	1	4
Cc1ccc(NC(=O)NC(=O)CN2C(=O)NC3(CCc4ccccc43)C2=O)c(C)c1 (centres undefined)	8	107	17	9	106	0.9	0.1	-7	-6	4
O=C(C1=C[C@@H](c2ccc(Br)cc2)C[C@@H](OCCCCO)O1)N1CCOCC1	-11	/	-1	11	107	0.9	0.0	-6	/	5
OC(CN1CCN(c2ccccc2)CC1)c1ccc2c(c1)CCN2 (centres undefined)	2	98	-6	-20	96	1.2	0.1	5	8	10
COc1cc(/C=C/C(=O)NC(C)(C)C)ccc1OCc1ccccc1	-14	97	-5	7	95	0.9	0.2	6	4	9
Cc1n[nH]c(C)c1N1C(=O)c2cccc3c(Br)ccc(c23)C1=O	6	100	73*	-12	108	1.1	-0.5	1	2	10
CN(CC(=O)NCc1ccccn1)S(=O)(=O)c1ccc(Br)cc1	0	95	-9	2	91	1	-0.5	8	7	3
More structures:
SMILES	APP transl inh	STAT3 activator	TLR4 MyD88 comp	Diaph inh CS	STAT1 act	Diaph act CS	Hsp70 activator	STAT1 inh	STAT3 inh	G6PDH counter
CCN(CC)S(=O)(=O)c1ccc(C(=O)NNc2nc(-c3ccccc3)c3cc(Br)ccc3n2)cc1	-19	104	-8	9	99	0.9	-0.3	1	1	1
CCOc1cc2c3c(c1)C(C)CC(C)(C)N3C(=O)C2=O (centres undefined)	2	98	2	16	108	0.8	0.1	-9	13	4
CCOc1cccc(C(=O)Nc2cccc(C(=O)NC(C)(C)C)c2)c1	7	104	11	15	97	0.9	-0.3	4	-1	22
Cn1cnnc1SCC(=O)Nc1cccc(S(=O)(=O)N2CCCCCC2)c1	-9	97	0	7	97	0.9	-0.2	3	7	-8
COc1ccc(CN(C)CC(=O)Nc2ccccc2C(F)(F)F)cc1	-3	98	15	15	94	0.8	-0.3	6	10	12
Cc1ccc(NC(=O)c2ccc3snnc3c2)cc1	-78	93	1	/	147*	/	-0.3	-52	10	-1
O=c1c2c(nc3cc(-c4ccc(Cl)cc4)[nH]n13)CCS2	-87	101	4	17	107	0.8	-0.4	-8	-6	6
Cc1csc(NC(=O)CSc2nnc(-c3ccoc3C)o2)n1	-91	94	4	9	111	0.9	-0.2	-12	9	13
COc1ccccc1C1NC(=O)CS1 (centres undefined)	-2	101	-22	-5	101	1.1	0.0	-1	2	6
Cc1c(CCCN)c2ccccc2n1Cc1ccccc1	11	103	3	/	102	/	0.1	-4	-1	8
COc1ccc(NC(=O)CN2CCC(C)CC2)cc1	2	98	8	7	100	0.9	0.7	-4	5	8
COCCNC(=O)C(c1ccc(C)o1)N(Cc1ccc(F)cc1)C(=O)Cn1nnc2ccccc21 (centres undefined)	-3	110	-1	12	107	0.9	-0.1	-7	-8	16
Cc1sc(NC(=O)CSc2nnc(COc3ccc(Cl)cc3)n2C)c(C#N)c1C	2	94	0	4	100	1	-0.7	0	11	6
Cc1ccc2nc(-c3ccc(SCC(=O)N4CCc5ccccc54)nc3)[nH]c2c1	-134	143*	2	6	131*	0.9	-0.2	-35	-43	7
COCC(=O)N1CCCc2ccccc21	9	106	3	13	104	0.9	-0.3	-4	-7	8
Cc1ccc(S(=O)(=O)NC2(C(=O)O)CCCCC2)cc1	-6	100	9	-1	97	1	-0.2	3	-3	12
COC(=O)C1=C(C(=O)OC)C2(OC1c1ccc(Br)cc1)C(=O)c1ccccc1C2=O (centres undefined)	-16	105	-6	4	102	1	-0.5	-3	-3	4
Cc1c(C(=O)NCCC2=CCCCC2)cccc1[N+](=O)[O-]	-24	110	6	7	126	0.9	-0.1	-29	-7	3
Cc1cccc(N2CCN(C(=O)C(C)n3nc(C)n4c(cc5occc54)c3=O)CC2)c1C (centres undefined)	11	97	-1	2	94	1	-0.1	6	0	7
Nc1ccccc1Nc1ccc([N+](=O)[O-])cc1[N+](=O)[O-]	6	103	-1	5	101	1	0.7	-1	-3	3
CCc1nc2ccccc2n1Cc1ccccc1F	-4	102	-10	11	92	0.9	-0.2	9	-3	9
CCN(CC)S(=O)(=O)c1cccc(C(=O)NC(C(=O)NC2=NCCS2)C(C)C)c1 (centres undefined)	7	98	6	28	95	0.7	-0.3	6	7	7
CCOC(=O)C1CCCc2c1[nH]c1c(C(N)=O)cccc21 (centres undefined)	/	101	2	3	95	1	-0.3	1	-1	-5
OCC1(CCOc2ccccc2)CCN(Cc2nc3ccc(F)cc3[nH]2)CC1	-11	107	5	12	102	0.9	-0.5	-2	-2	1
COc1ccc(C)c2sc(N(CCCN(C)C)C(=O)c3ccc(S(=O)(=O)N(C)C)cc3)nc12	-1	100	-8	5	98	1	-0.1	0	10	-2
Other compounds follow:
SMILES	APP transl inh	STAT3 activator	TLR4 MyD88 comp	Diaph inh CS	STAT1 act	Diaph act CS	Hsp70 activator	STAT1 inh	STAT3 inh	G6PDH counter
COc1ccc(OC)c2[nH]c(C(=O)O)cc12	4	107	-11	6	98	0.9	-0.1	4	-7	0
COc1ccccc1OC(=O)C1CC(=O)N(c2ccc(Cl)cc2)C1 (centres undefined)	-7	101	-18	15	98	0.9	-0.3	2	3	13
CNC(=O)NC(=O)CSc1nnc(C(F)(F)F)n1C	17	100	-1	14	101	0.9	-0.3	-9	0	-1
NC(Cc1ccc2nonc2c1)C(=O)O (centres undefined)	-15	102	-5	-6	94	1.1	-0.2	6	1	11
CCOC(=O)c1ccc[n+](CC(=O)c2ccccc2)c1	/	109	-26	16	89	0.8	-0.4	12	-10	3
CCOc1ccc(N2C(=O)CN(O)C=C3N=c4ccccc4=C32)cc1	-5	99	-11	5	102	0.9	0.3	-5	7	14
Cc1cccc(N2CCN(C(=S)Nc3ccc4nc(N5CCN(C)CC5)cc(C)c4c3)CC2C)c1 (centres undefined)	-15	99	11	-12	103	1.1	-0.2	-4	4	-2
CCOCCCNC(=O)C(NC(=O)c1ccc2c(c1)OCO2)c1ccc(OC)cc1 (centres undefined)	-4	97	-12	1	90	1	-0.1	10	6	4
COc1ccc(NC(=O)CSc2nc(C)c3c(c2C#N)CCCC3)cc1	-8	88	-15	10	111	0.9	-0.3	-12	18	1
CC(C)N1C(=O)c2ccccc2C1C(=O)NC1CCCCCC1 (centres undefined)	18	100	-3	-10	96	1.1	0.0	4	1	6
CC(=O)Nc1scc(-c2ccccc2)[n+]1-c1ccc(C)cc1	3	112	1	5	98	0.9	-0.2	1	-13	1
Cc1cc(C(=O)OCC(=O)Nc2cc(C)on2)c2ccccc2n1	6	96	-23	4	97	1	-0.1	4	15	4

Reprinted at random: five records from the list, in no set order.
SMILES	APP transl inh	STAT3 activator	TLR4 MyD88 comp	Diaph inh CS	STAT1 act	Diaph act CS	Hsp70 activator	STAT1 inh	STAT3 inh	G6PDH counter
CCOC(=O)c1ccc[n+](CC(=O)c2ccccc2)c1	/	109	-26	16	89	0.8	-0.4	12	-10	3
CCOc1ccc(N2C(=O)CN(O)C=C3N=c4ccccc4=C32)cc1	-5	99	-11	5	102	0.9	0.3	-5	7	14
COc1ccccc1OC(=O)C1CC(=O)N(c2ccc(Cl)cc2)C1 (centres undefined)	-7	101	-18	15	98	0.9	-0.3	2	3	13
CNC(=O)NC(=O)CSc1nnc(C(F)(F)F)n1C	17	100	-1	14	101	0.9	-0.3	-9	0	-1
COc1ccc(NC(=O)CSc2nc(C)c3c(c2C#N)CCCC3)cc1	-8	88	-15	10	111	0.9	-0.3	-12	18	1

Compound activity: PubChem, several laboratories
